sdo1 growth – sdo1-depleted yeast growth rescue. S. cerevisiae sdo1-depleted JHY4D growth rescue, OD600 30 h; active compounds read high; pdr5 snq2 efflux-pump mutant strain. z-score at 10 µM. 0.21% of 140,000 active;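 active = z-score above 3 at both the 24 hr and the 30 hr optical density reads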;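 note: z-score against mean and SD of all compound wells on the same plate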
Insulin prom inh – TRM-6 insulin promoter activity inhibition | TRM-6 cells (human fetal islet line), insulin promoter-eGFP reporter, imaging; reporter expression induced with tamoxifen | AID 1273 | inhibition, % at 2 µM | 0.9% of 130,000 active;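 active = inhibition above the mean plus 3 SD, with well images judged a real hit on visual review, cut at about 60% in these data, passing the limit was not always enough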
sdo1 growth Rescue 24 h – second read-out of sdo1 growth, no call of its own (marks repeat the call); z-score; S. cerevisiae sdo1-depleted JHY4D growth rescue, OD600; measured here: growth rescue at 24 h;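 0 is the plate mean of compound wells and units are plate SD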
* hit, by the source's call; . = no result given. Some of the compounds tested; the hit share may differ from the screen's.

SMILES | sdo1 growth | sdo1 growth Rescue 24 h | Insulin prom inh
Cc1c(NC(=O)C(C)OC(=O)C(NC(=O)c2ccco2)C(C)C)c(=O)n(-c2ccccc2)n1C (configuration not stated) | -0.24 | -0.65 | 60
COc1ccc(NC(=O)CC2C(=O)N(C)C(=S)N2Cc2ccc3c(c2)OCO3)cc1 (configuration not stated) | 0.13 | -0.07 | .
Cn1cc(-c2nnnn2-c2ccc(Cl)cc2)c(C(F)(F)F)n1 | -0.23 | -0.96 | .
CCOc1ccc(C(=O)OCc2nnc(-c3cccs3)o2)cc1OC | 0.41 | 0.59 | 38
O=C(CSc1nccc(=O)[nH]1)Nc1ccc(F)c([N+](=O)[O-])c1 | 0.26 | -0.07 | -11
CC(N)=Nc1ccc([N+](=O)[O-])cc1 | 0.51 | -0.85 | .
CCOC(=O)CN1C(=O)N[C@@H](c2ccc(Br)cc2)C(C(C)=O)=C1C | 0.44 | 0.4 | -10
CCN(CC)CCCCCOc1ccccc1OC | 1.5 | 1.5 | -12
COc1ccc(NCCC#N)cc1 | 0.66 | 0.2 | 27
Cc1cc(NC(=O)CCC(=O)N(CC(=O)NCC2CCCO2)Cc2ccc(F)cc2)no1 (configuration not stated) | 1.3 | 1 | 29
CNC(=O)CN(c1cc([N+](=O)[O-])ccc1OC)S(C)(=O)=O | 0.34 | -0.23 | 24
CC(C)(C)NC(=O)C(c1ccncc1)N(Cc1cccs1)C(=O)Cn1nnc(-c2cccs2)n1 (configuration not stated) | -0.89 | -1.3 | -14
Cc1cc(Nc2c(C)n(C)n(-c3ccccc3)c2=O)c2ccccc2n1 | -0.22 | -1 | 13
O=C(NNC(=S)Nc1ccccc1)C1CCCCC1 | . | . | -17
CCOC(=O)N1CCN(C(=O)c2cnc(Nc3ccccc3OC)c3ccccc23)CC1 | -0.58 | -0.21 | -9
CS(=O)(=O)N(CC(=O)N1CCCCCC1)c1ccc(Br)cc1 | 0.61 | -0.25 | 26
Cc1nn(C)c(C)c1CNC(=O)c1cnn2c1NC(c1ccccc1)CC2C(F)(F)F (configuration not stated) | -0.21 | -0.46 | -91
COc1cc(/C=C/C(=O)OCC(=O)NCc2cccs2)ccc1OCC#N | 0.32 | -0.25 | 33
Cc1ccc2oc(-c3cccc(NC(=O)Cn4cnc5c(=O)n(C)c(=O)n(C)c54)c3)nc2c1 | . | . | -35
CCOc1ccccc1NC(C)C(=O)Nc1cc(C(F)(F)F)ccc1N1CCOCC1 (configuration not stated) | -0.24 | -0.16 | .
COc1ccc(N(C(=O)c2ccco2)C(C(=O)NC2CCCCC2)c2cccs2)cc1OC (configuration not stated) | 0.43 | -0.53 | -33
C=CCNC(=O)C(=O)c1cccn1-c1ccsc1C(=O)OC | 0.18 | 0.31 | 0
CCCCNC(=O)C1c2ccccc2C(=O)N(c2ccc(OC)cc2)C1c1ccc(OC)cc1 (configuration not stated) | 0.18 | 0.49 | 19
CC/C(=N/Nc1ccc(Cl)cc1)c1cnnc(SC)n1 | 0.58 | 0.29 | 19
CCOC(=O)C1CCCN(C(=O)c2sc3nc(C)nc(N4CCOCC4)c3c2C)C1 (configuration not stated) | 1.3 | 0.89 | .
Cc1cccc(NN=C2c3ccccc3-c3ccccc32)c1 | -0.09 | 0.57 | .
Cc1ccc(OCC(=O)Nn2cnnc2)c(Br)c1 | 0.55 | 0.24 | 5
COc1ccc(OC)c(C(=O)COC(=O)CNC(=O)C2CCCCC2)c1 | -0.18 | -0.42 | 9
CC(C)(C)S(=O)(=O)c1cnc2c(-c3ccc(F)cc3)cnn2c1N | -2 | -1.8 | .
COc1ccc(-n2c3c(cc(C(=O)N4CCN(CCO)CC4)c2=O)C(=O)CC(C)(C)C3)cc1 | 0.41 | 0.33 | -59
COC(=O)c1ccn(C(=O)c2ccc(Cl)cc2)n1 | 1.1 | 0.25 | -120
Cc1c2cnn(CC(=O)N3CCN(c4ncccn4)CC3)c(=O)c2c(C)n1Cc1ccc(F)cc1 | 0.46 | -0.16 | .
CC1(C)CC2(CC(c3ccccc3)Oc3cc(O)ccc32)NC(=S)N1 (configuration not stated) | 1.3 | 1.2 | -40
COc1ccc(NC(=O)c2ccco2)cc1NC(=O)c1ccco1 | 0.92 | 1.4 | .
O=S(=O)(Cc1ccccc1Cl)N1CCN(Cc2ccc3c(c2)OCO3)CC1 | -2.3 | -0.89 | -3
Cc1ccc(NC(=O)CCC(=O)NNC(=O)CCc2ccccc2)c(C)c1 | . | . | 33
O=C(O)c1cccc(S(=O)(=O)Nc2cccc(S(=O)(=O)N3CCCCCC3)c2)c1 | . | . | 0
COc1ccc(N(CC(=O)NCC2CCCO2)C(=O)CCC(=O)Nc2nccs2)cc1 (configuration not stated) | 0.14 | -0.01 | -10
CCOC(=O)NC1(C(F)(F)F)C(=O)N(Cc2ccccn2)C2=C1C(=O)CC(C)(C)C2 (configuration not stated) | 0.97 | 1.4 | 45
Cc1ccc(NC(=S)NCCC(c2ccccc2)c2ccccc2)c(C)c1 | -0.9 | -0.82 | -4
C=CCNC(=S)N/N=C/c1ccc(N(CC)Cc2ccccc2)cc1 | -0.25 | 0.27 | -36
CCN1C(=O)/C(=C\N(C(C)=O)c2ccccc2)OC1=S | -0.96 | -1.1 | 71
Cc1cccc(C(=O)NC(NCc2ccco2)C(Cl)(Cl)Cl)c1 (configuration not stated) | -0.06 | -0.51 | .
COc1ccc2cc3cc(C(=O)NCCc4ccc(OC)c(OC)c4)oc3nc2c1 | -1.4 | -0.46 | -9
CCOC(=O)Cc1csc(NC(NC(=O)CC)(C(F)(F)F)C(F)(F)F)n1 | -0.5 | -1.2 | .
O=C(Nc1ccc(-c2nc3ncccc3o2)cc1)c1ccco1 | 0.21 | -0.41 | -64
O=C(CS(=O)(=O)c1cccc(C(F)(F)F)c1)Nc1ccccc1Cl | -0.44 | -0.08 | -10
CCCCCCC(=O)N/N=C/c1ccco1 | 0.27 | -0.07 | 53
O=C(CSc1nc(-c2ccco2)cc(C(F)(F)F)n1)Nc1cccnc1 | -0.05 | -0.1 | .
CCOc1c2ccc(C(=O)NCCCCc3ccccc3)cc2nn1C | 0.98 | 0.27 | .
O=S(=O)(c1ccc(Cl)c(Cl)c1)N1CCc2nc3ccccc3n2CC1 | -2.1 | -0.85 | .
CCS(=O)(=O)c1ccc2oc(SCC(=O)NC34CC5CC(CC(C5)C3)C4)nc2c1 | -0.57 | 0.5 | -33
Cc1nc2ncccn2c1-c1csc(NCc2ccco2)n1 | 0.69 | 0.84 | -54
Cc1cccc(C(C)(C)C)c1OCCOCCN1CCCC1 | -0.15 | -0.17 | 9
O=C(CCNc1ccccc1)c1ccc2c(c1)OCO2 | -0.68 | -0.55 | 17
O=C1c2ccccc2C(=O)N1CCCc1nc(-c2ccccc2)no1 | 0.58 | 0.87 | 8
COc1ccc(OC)c2c1sc(=NC(=O)c1ccco1)n2C | 0.74 | 0.04 | .
Fc1ccc(-c2cn3cc(C(F)(F)F)cc(Cl)c3n2)cc1 | -1.1 | -0.62 | 13
C=CCOC(=O)C1=C(C)Nc2[nH]c(=O)[nH]c(=O)c2C1c1cccc(OC)c1 (configuration not stated) | 1 | 0.64 | -54
COc1ccc2c(c1)NC(=O)CC(c1ccccc1)=N2 | -0.51 | -1.3 | -25

3 entries from above, ordered by length of the SMILES, lowest first:
SMILES | sdo1 growth | sdo1 growth Rescue 24 h | Insulin prom inh
CC(N)=Nc1ccc([N+](=O)[O-])cc1 | 0.51 | -0.85 | .
CCN1C(=O)/C(=C\N(C(C)=O)c2ccccc2)OC1=S | -0.96 | -1.1 | 71
Cc1cc(Nc2c(C)n(C)n(-c3ccccc3)c2=O)c2ccccc2n1 | -0.22 | -1 | 13

Other records.
SMILES | sdo1 growth | sdo1 growth Rescue 24 h | Insulin prom inh
Cc1ccc(Nc2cc(C)nc3ncnn23)c(Cl)c1 | 1.5 | 1.7 | .
CCOC(=O)c1cnc(SCC(=O)N2CCOCC2)nc1N | . | . | -14
CCCCN=C1C([N+](=O)[O-])=CC=C2C1=NC1(CCCCC1)N2O | 0.31 | 0.77 | -40
CCOC(=O)C1CCCN(c2c(N3CCC(N4CCCCC4)CC3)c(=O)c2=O)C1 (configuration not stated) | 1.8 | 1.2 | .
CC(=O)Nc1cc(-n2cnnn2)ccc1C | . | . | 54
Cc1ccc(-c2ccc(SCC(=O)Nc3nonc3C)nn2)cc1 | -0.02 | -0.66 | -56
COc1ccc(-n2c(SCC(=O)NCCC(C)C)nc3ccsc3c2=O)cc1 | -0.71 | -0.4 | 16
C/C(=N\NC(=O)CSc1nc(C)cc(C)n1)c1cccc([N+](=O)[O-])c1 | 0.48 | 0.78 | .
CCn1c(CCNC(=O)c2ccc(OC)cc2)nnc1SCc1ccc(Cl)cc1Cl | -0.21 | -0.21 | -30
O=C(NC1CCCC1)C(c1ccsc1)N(CCc1ccccc1)C(=O)Cc1cccs1 (configuration not stated) | -0.34 | 0.07 | -17
O=C1OCC/C1=C\c1ccccc1 | 0.06 | -0.04 | -43
Cc1ccc(OC(=O)c2cccc([N+](=O)[O-])c2)c(-n2nc3ccccc3n2)c1 | -1.4 | -0.41 | .
CN(C)C(CNC(=O)c1cccc(S(=O)(=O)N(C)C)c1)c1ccccc1 (configuration not stated) | 0.76 | 0.05 | -30
COc1cc(C=O)ccc1OCCCOc1ccc([N+](=O)[O-])cc1 | 0.51 | 0.69 | -19
O=C(N/N=C/c1ccc(Br)o1)/C(=C/c1ccc([N+](=O)[O-])cc1)NC(=O)c1ccccc1 | 0.21 | 0.71 | .
CCC(=O)N1CCN(c2ccccc2NC(=O)Cc2ccc(Cl)cc2)CC1 | 0.04 | -0.62 | -41
Fc1ccc(Nc2ccnc(Nc3ccc(F)cc3)n2)cc1 | -1.3 | -0.47 | -12
O=C(COC(=O)CCC(=O)c1cccs1)Nc1ccc(Cl)cn1 | 0.05 | -0.98 | 7
O=C(CN1CCCCCC1)Nc1cccc(Br)c1 | 0.65 | 0.31 | -15
Cn1cc(C(=O)NC2CCCCCC2)c(=O)c2cc(S(=O)(=O)N3CCCC3)ccc21 | -0.2 | -0.57 | 38

Retrieved by structure from the entries so far, four records:
SMILES | sdo1 growth | sdo1 growth Rescue 24 h | Insulin prom inh
COc1ccc2c(c1)NC(=O)CC(c1ccccc1)=N2 | -0.51 | -1.3 | -25
O=S(=O)(Cc1ccccc1Cl)N1CCN(Cc2ccc3c(c2)OCO3)CC1 | -2.3 | -0.89 | -3
Cc1c(NC(=O)C(C)OC(=O)C(NC(=O)c2ccco2)C(C)C)c(=O)n(-c2ccccc2)n1C (configuration not stated) | -0.24 | -0.65 | 60
O=C(CCNc1ccccc1)c1ccc2c(c1)OCO2 | -0.68 | -0.55 | 17

The main list resumes with the 4 entries that preceded the break.
SMILES | sdo1 growth | sdo1 growth Rescue 24 h | Insulin prom inh
Fc1ccc(Nc2ccnc(Nc3ccc(F)cc3)n2)cc1 | -1.3 | -0.47 | -12
O=C(COC(=O)CCC(=O)c1cccs1)Nc1ccc(Cl)cn1 | 0.05 | -0.98 | 7
O=C(CN1CCCCCC1)Nc1cccc(Br)c1 | 0.65 | 0.31 | -15
Cn1cc(C(=O)NC2CCCCCC2)c(=O)c2cc(S(=O)(=O)N3CCCC3)ccc21 | -0.2 | -0.57 | 38
O=C(NCc1ccc2c(c1)OCO2)c1ccc(S(=O)(=O)NCC2CCCO2)cc1 (configuration not stated) | 0.69 | 0.16 | -207
Cc1ccccc1-n1c(=O)c2ccccc2n2nnnc12 | 0.14 | -0.23 | -2
CCN1CCN(C(=O)CN(c2cccc(Br)c2)S(=O)(=O)c2ccccc2)CC1 | 0.15 | -0.42 | -44
CCCCOC(=O)Nc1ccc(OC)cc1S(=O)(=O)N1CCOCC1 | -0.42 | -0.72 | 22
O=C(COn1nnc2ccc(C(F)(F)F)cc21)Nc1c(Cl)cccc1Cl | 0.02 | -0.14 | 0
O=C(NCc1cccnc1)c1cccc(-c2cc3ccccc3oc2=O)c1 | . | . | 18
O=C(NC1CCCCC1)N(Cc1nc2ccccc2c(=O)[nH]1)C1CCCC1 | -0.76 | -0.41 | .
COc1ccc(C2=[N+]([O-])C(C)(C)N(O)C2C)cc1 (configuration not stated) | 0.12 | 0.38 | -25
CC(C)(C)NC(=O)CSc1nc(O)cc(=O)n1-c1ccccc1F | 0.96 | 0.39 | .
Cc1ccc(O)c(C(=O)c2coc(=N)c(C(=O)NC(C)C)c2)c1 | 0.88 | -0.1 | 22
COC(=O)c1cnc2c(C(F)(F)F)cccc2c1OC | -0.06 | -0.23 | -393
COc1ccc(/C=C/c2nc3ccccc3n2Cc2ccc(OC)c(OC)c2)cc1 | -1.5 | -1.4 | 29
O=C(CC12CC3CC(CC(C3)C1)C2)N1CCCC1 | 1.4 | 0.98 | -17
COC(=O)C(CCSC)NC(=O)c1cc2c(n(-c3ccc(C)cc3)c1=O)CCCC2=O (configuration not stated) | . | . | 44
CCOc1ccc(C2NC(=O)c3sc(=S)n(-c4ccccc4)c3N2)cc1 (configuration not stated) | 0.26 | -0.83 | 33
CCOC(=O)C1CCN(CC(=O)c2c(C)[nH]c3cc(C)ccc23)CC1 | 0.96 | 2.8 | -53
CC(C)C(=O)Nc1nnc(Cc2ccccc2)s1 | 0.66 | 0.8 | 35
COC(=O)CN1C(=O)N/C(=C/c2cc3c(cc2OC)OCO3)C1=O | . | . | -6
CCOc1ccc(NC(=O)c2ccncc2)cc1 | 4.1* | 3.6* | 6
COC(=O)c1sc(N)c(C(=O)OC)c1COC(=O)CNS(=O)(=O)c1ccc(C)cc1 | -0.21 | -0.73 | -49
CCOC(=O)N1CCC(Nc2ncnc3c2cnn3-c2ccccc2)CC1 | -0.07 | -0.13 | -41

Screens deposited in PubChem by several laboratories.
